Shiga toxin inh = blocks Shiga toxin action in Vero cells. Vero cells, Shiga toxin protein synthesis inhibition reporter. inhibition, % at 38.7 µM. actives 9.2% (n = 290,000). AID 2315; in the data active = inhibition mostly above about 28%, no sharp cut-off; inactive = mostly below about 43%; note: 0% is about no effect
Pf growth 96h = P. falciparum growth inhibition at 96 hours; P. falciparum luciferase reporter growth, 96 h; Potency, µM (top dose mostly 28.7 µM), without a hit: at the highest dose activity change, negative = inhibition, most hits filed as inhibitors; actives 6.9% (n = 320,000); note: potency is the fitted concentration of half-maximal effect; % is set by controls: 0 for no effect and ±100 for the full control effect
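Plates of compound plus infected erythrocytes (2% hematocrit, 0.05% parasitemia final) incubate 96 hours, 37 C, 5% CO2. Detection reagent added; reduced luminescence from the parasites' luciferase reporter flags inhibition.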
Sm TGR inh = blocks Schistosoma mansoni thioredoxin glutathione reductase; Potency, µM (series often up to 114 µM), for the others: at the top dose activity change, negative = inhibition, most hits filed as inhibitors; actives 3% (n = 360,000); Q962Y6; purified TGR, DTNB reduction, TNB absorbance 405 nm; AID 485364; note: potency is the fitted concentration of half-maximal effect; % is set by controls: 0 for no effect and ±100 for the full control effect; nearly all actives have a fitted effect of over 60% in size
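TGR 20 nM + NADPH 100 uM (dispensed conc.), cpd preinc 15 min RT; start with NADPH (500 uM addition) then DTNB (15 mM addition). Kinetic TNB absorbance, 405 nm filter. Four-parameter Hill fit across titration.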
Cycloheximide cs = counter-screen for Shiga toxin inhibitors: cycloheximide protein synthesis inhibition | actives 12% (n = 300,000) | cell reporter, cycloheximide protein synthesis inhibition counterscreen | max response, %; in the data active = max response mostly above about 13%, no sharp cut-off; inactive = mostly below about 14%; note: read at 38.3 µM for the half of the compounds with a filed dose; 0% is about no effect
Pf growth 48h = P. falciparum growth inhibition at 48 hours (one generation); P. falciparum luciferase growth in erythrocytes, 48 h; Potency, µM (titrated, usually from 28.7 µM), for the others: at the top dose activity change, negative = inhibition, actives largely listed as inhibitors; actives 5.9% (n = 310,000); AID 504832; note: potency is the fitted concentration of half-maximal effect; % is set by controls: 0 for no effect and ±100 for the full control effect
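Luminescence readout; reporter = integrated firefly luciferase in P. falciparum. RBC culture at 2% hematocrit, 0.1% parasitemia final, 37 C/5% CO2; decreased signal taken as growth inhibition.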
FBPA Giardia inh = blocks Giardia fructose-bisphosphate aldolase activity. A8B2U2. purified Giardia FBPA. Potency, µM (top dose mostly 59.6 µM), for the others: at the highest dose activity, negative = inhibition, usual class: inhibitors. actives 0.71% (n = 290,000); note: potency is the fitted concentration of half-maximal effect; % is set by controls: 0 for no effect and ±100 for the full control effect; nearly all actives have a fitted effect of over 55% in size
Target sequence (A8B2U2 whole entry, looked up): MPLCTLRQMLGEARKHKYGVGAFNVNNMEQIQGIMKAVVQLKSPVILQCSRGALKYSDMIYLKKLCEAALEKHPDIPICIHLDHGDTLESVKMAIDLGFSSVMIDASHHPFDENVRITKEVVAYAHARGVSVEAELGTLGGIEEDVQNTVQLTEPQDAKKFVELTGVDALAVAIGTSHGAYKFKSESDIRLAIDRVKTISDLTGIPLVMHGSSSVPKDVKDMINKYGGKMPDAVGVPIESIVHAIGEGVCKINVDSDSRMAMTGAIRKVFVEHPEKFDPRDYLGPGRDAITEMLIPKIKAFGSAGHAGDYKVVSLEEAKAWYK
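Giardia FBPA (40 nM reagent) was preincubated 10 min at RT with compound (up to 57.5 uM final), then substrate plus GAPDH/TPI/NAD/arsenate coupling system with diaphorase/resazurin was added; resorufin fluorescence (525/598 nm) was read after 20 min.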
The depositor's hits bear a star; ? = inconclusive; · = not tested or not shown; & = joins results of further samples; [ ] = another dose, or the depositor's remark. Unless noted, calls come from the whole dose curve; as a rule, active = well fitted curve in the direction sought with a large enough effect; inconclusive = small, poorly fitted or top-dose-only effect, or another doubt; inactive = no such curve, though single readings can be large; an effect the other way counts as inactive or inconclusive.

Results follow in this order: Shiga toxin inh	Pf growth 96h	Sm TGR inh	Cycloheximide cs	Pf growth 48h	FBPA Giardia inh
CCCn1nc(C(=O)NNC(=O)CCCOc2ccc(C)cc2)c2ccccc2c1=O
  2	-3%	-7%	-2	-3%	·
CCN(CC)CCNC(=O)NC1CCCCC1
  19	·	2%	11	2%	7%
COc1ccc(C(=O)N(Cc2ccco2)C(C(=O)NC2CCCC2)c2ccc(O)cc2)cc1OC (stereo unspecified)
  -15	?	?	9	-24%	19%
CCCC/C=C/[C@H](c1ccccc1)[C@H](CO)Cc1cnc2ccccc2c1
  13	·	·	-2	·	6%
COC(=O)CSc1cc(C(=O)c2nccn2C)c2ccccc2n1
  -7	?	5%	-2	0%	-13%
Cc1ccc(NC(=O)C2CCN(S(=O)(=O)c3cccs3)CC2)c(O)c1
  -8	?	-1%	-3	?	-18%
Cc1c(C(=O)NC(C)C)c(-c2ccccc2)nn1-c1ccccc1
  3	-25%	6%	5	-5%	3%
CC(C)(C)c1csc(N/N=C/c2cccnc2)n1
  127*	?	-25%	37*	13µM*	-8%
CC[n+]1ccc(C[n+]2ccccc2)c2ccccc21
  1	-22%	-20%	-5	?	?
O=C1CC(N2CCC(O)(c3ccc(Cl)cc3)CC2)C(=O)N1Cc1ccc(N2CCCC2=O)cc1 (stereo unspecified)
  -12	·	32µM*	8	9.3µM*	9%
CC(C)c1ccc(/C=C/C(=O)CCC(=O)O)cc1
  57	·	-1%	43*	137%[activator]	16%
O=C1OC(c2ccccc2)c2ccc3ccccc3c21 (stereo unspecified)
  7	-5%	4%	0	7%	10%
CCOC(=O)C1CCN(C(=O)COC(=O)COc2ccccc2OC)CC1
  -10	72%[activator]	3%	4	10%	4%
CCN(CC)c1ccc(/C=C(/C#N)c2nc3ccc(C)cc3[nH]2)c(OC(C)C)c1
  22	10µM*	-1%	15*	?	-9%
CCCCc1cc(-c2n[nH]c(=S)o2)c2ccccc2n1
  -7	-1%	45µM*	-5	?	-4%

The list goes on:
Results follow in this order: Shiga toxin inh	Pf growth 96h	Sm TGR inh	Cycloheximide cs	Pf growth 48h	FBPA Giardia inh
Cc1cccc(N2CCN(C(=O)Cn3cccc3)CC2)c1C
  11	4.1µM*	50µM*	-2	·	-7%
Cc1nc2ccccc2n1CC(=O)N/N=C\c1ccccn1
  -15	34%[activator]	-23%	-4	0%	-8%
NS(=O)(=O)c1ccc(CNC(=O)CNC(=O)c2ccc(F)cc2)cc1
  68*	31%	6%	15*	16%	2%
COc1cccc(OCC(O)CN2CCC(C)CC2)c1 (stereo unspecified)
  12	11%	0%	6	0%	-6%
Cc1ccc(SCc2ccc(C(=O)NCc3cccnc3)cc2)cc1
  33	1%	21%	16	5%	1%
CC1=C(C(=O)N2CCOCC2)C(c2ccsc2)C2=C(CCCC2=O)N1 (stereo unspecified)
  2	?	45µM*	6	2%	?
COc1ccc(C2CC(c3ccccc3)=NN2c2ccc(N)cc2)cc1 (stereo unspecified)
  44*	?	5%	39*	?	-13%
COCCN(Cc1cc2cccc(C)c2[nH]c1=O)C(=O)c1ccccc1
  -4	1%	1%	-5	10%	3%
O=C(CSc1nc(=O)n2ccccc2n1)NC1CCCCC1
  ·	47%[activator]	19%	·	21%	·
Cc1c(N2C(=O)/C(=C\C3CC=CCC3)SC2=S)c(=O)n(-c2ccccc2)n1C (stereo unspecified)
  -13	131%[activator]	28µM*	7	?	-14%
CC#CCN1c2ccccc2[C@]23C[C@@H](C(=O)OC)N(C(=O)c4cc(C)oc4C)C2=NC(C(=O)OC)=C(C(=O)OC)[C@H]13
  -3	?	-31%	-4	?	-7%[12.9 µM]
COc1ccc(-c2nnc3sc(C(C)N4C(=O)c5ccccc5C4=O)nn23)cc1 (stereo unspecified)
  -11	3%	8%	2	13%	2%
COc1cc2c(cc1OC)C1Cc3ccc(OC)c(OC)c3CN1CC2 (stereo unspecified)
  -10	?	2%	-6	1.3µM*	-28%&-11%
CCOC(=O)C1CCN(C(=O)c2ccc3c(c2)NC(=O)/C(=C\c2ccc(C)cc2)S3)CC1
  -2	?	2%	-5	?	-2%
CCOC(=O)C1=C(N)N2C(=O)C(C)SC2=C(C(=O)OCC)C1c1cc(OC)c(OC)c(OC)c1 (stereo unspecified)
  -5	-2%	0%	-2	39%[activator]	-10%

Following part:
Results follow in this order: Shiga toxin inh	Pf growth 96h	Sm TGR inh	Cycloheximide cs	Pf growth 48h	FBPA Giardia inh
O=C1c2ccccc2C(Nc2cccnc2)N1Cc1ccccc1 (stereo unspecified)
  -20	10µM*	-11%	-5	·	-10%
c1ccc(-c2cnn3nnnc3n2)cc1
  16	5%	0%	1	7%	0%
CC1CC(=O)Nc2ccccc2N1S(=O)(=O)c1cccs1 (stereo unspecified)
  1	3%	3%	-1	23%	0%
C=CCSC1=NN2CCS(=O)(=O)N=C2S1
  17	11%	7%	1	18%	9%
COc1ccc(N2Cc3cccc(C(=O)NC(C)CCc4ccco4)c3C2=O)cc1 (stereo unspecified)
  15	12µM*	0%	0	·	-5%
CCNc1nc(SC(C(C)=O)C(C)=O)nc(N(C)C)n1
  -6	·	5%	-3	3%	1%
COc1ccc(Nc2ncnc3c2cnn3-c2cccc(C)c2)cc1OC
  27	11%	-11%	-2	20%	7%
CCOC(=O)Cc1csc(NC(=O)CCNS(=O)(=O)c2ccc3c(c2)CCC(=O)N3)n1
  -21	·	4%	-3	-4%	-2%
CCc1cccc(CC)c1NC(=O)c1ccc(-n2cncn2)nc1
  -6	5%	·	-2	-3%	2%
CCCCn1c(N)c(N(CC(C)C)C(=O)c2ccc(OCc3c(C)noc3C)cc2)c(=O)[nH]c1=O
  ·	9%	-15%	·	?	·
Cc1cccc(N(CC(=O)NCC2CCCO2)C(=O)CCC(=O)Nc2cc(C)on2)c1 (stereo unspecified)
  -11	-11%	-7%	-2	-5%	1%
CCc1ncc(CN2CCCCC2C(=O)Nc2ccc(Oc3ccccc3)nc2)cn1 (stereo unspecified)
  7	3%	7%	1	?	·
Nc1nnc(SCC(=O)Nc2nccs2)s1
  -4	39%[activator]	-4%	-2	26%	-2%
CCN(CC)S(=O)(=O)c1ccc(C(=O)NCc2ccc3c(c2)OCO3)cc1
  22	?	4%	-1	-8%	-3%
CCOC(=O)NN1C(=O)c2ccccc2NC1c1ccc(OC)cc1OC (stereo unspecified)
  2	-8%	-1%	1	4%	0%

4 of these compounds in a different format:
c1ccc(-c2cnn3nnnc3n2)cc1
  Shiga toxin inh: 16; Pf growth 96h: 5%; Sm TGR inh: 0%; Cycloheximide cs: 1; Pf growth 48h: 7%; FBPA Giardia inh: 0%
CC1CC(=O)Nc2ccccc2N1S(=O)(=O)c1cccs1 (stereo unspecified)
  Shiga toxin inh: 1; Pf growth 96h: 3%; Sm TGR inh: 3%; Cycloheximide cs: -1; Pf growth 48h: 23%; FBPA Giardia inh: 0%
C=CCSC1=NN2CCS(=O)(=O)N=C2S1
  Shiga toxin inh: 17; Pf growth 96h: 11%; Sm TGR inh: 7%; Cycloheximide cs: 1; Pf growth 48h: 18%; FBPA Giardia inh: 9%
COc1ccc(N2Cc3cccc(C(=O)NC(C)CCc4ccco4)c3C2=O)cc1 (stereo unspecified)
  Shiga toxin inh: 15; Pf growth 96h: 12µM*; Sm TGR inh: 0%; Cycloheximide cs: 0; Pf growth 48h: ·; FBPA Giardia inh: -5%

Later entries.
Results follow in this order: Shiga toxin inh	Pf growth 96h	Sm TGR inh	Cycloheximide cs	Pf growth 48h	FBPA Giardia inh
CC(NC(=O)[C@H](C)NC(=O)[C@@H]1CSC2c3ccccc3C(=O)N21)c1ccccc1 (stereo partly specified)
  2	8%	-1%	1	14%	0%
Cc1nnc(NC(=O)CSc2nnc3c(n2)[nH]c2ccc(Br)cc23)s1
  -11	6%	-15%	1	40%	-4%
COc1ccc(CCN2C(=O)NC(NS(=O)(=O)c3ccccc3)(C(F)(F)F)C2=O)cc1OC (stereo unspecified)
  -6	?	-18%	-4	-7%	-2%
O=C(Cn1nc(-c2ccc3c(c2)OCCO3)ccc1=O)Nc1cccc(NC(=O)c2ccccn2)c1
  17	19%	0%	2	-3%	5%
CCOC(=O)c1c(NC(=O)COc2ccccc2OCC)sc2c1CC(C)(C)NC2(C)C
  ·	12µM*	-7%	·	?	·
Cc1ccc2c(n1)CC(C)(C)CC2=O
  -14	38%[activator]	-2%	-4	3%	3%
Cc1cc(C)cc(C(=O)NCCCc2ccccc2)c1
  11	0%	·	21	46%[activator]	3%
O=C1COc2ccc(C(=O)COC(=O)c3cccnc3Cl)cc2N1
  -12	12%	1%	-2	-1%	0%
CC(=O)NC(NC(C)=O)c1cccc(OCc2ccccc2)c1
  4	-1%	-2%	-1	13%	0%
O=C1CCN(CCCc2ccccc2)CCN1CCO
  -7	5%	20%	-5	?	-1%
CCC(CC)=NNc1cccc([N+](=O)[O-])c1
  11	?	-23%	-3	?	-1%
NC(=O)NC(=O)Nc1ccccc1Cl
  -4	10µM*	-22%	3	30%	2%
CCCc1cc(=O)[nH]c(SCC(=O)C(C)(C)C)n1
  -8	-5%	-11%	-2	·	-7%
O=C(Nc1ccc2oc(=O)ccc2c1)c1ccccc1[N+](=O)[O-]
  22	33%[activator]	6%	-2	6%	-1%
O=C(c1ccc(F)cc1)C1CCN(CCn2c(=S)[nH]c3ccccc3c2=O)CC1
  -2	4.3µM*	2%	-2	3.8µM*	-17%&3%

Further entries.
Results follow in this order: Shiga toxin inh	Pf growth 96h	Sm TGR inh	Cycloheximide cs	Pf growth 48h	FBPA Giardia inh
NP(=O)(OCCCc1ccccc1)Oc1ccccc1 (stereo unspecified)
  -1	?	-2%	2	?	0%
O=C(NCc1ccc(F)cc1)C1CCN(S(=O)(=O)N2CCC3(CC2)OCCO3)CC1
  31	34%[activator]	0%	3	-7%	14%
COC(=O)c1ccccc1NC(=O)CN1CCOCC1
  -2	13%	6%	-3	7%	4%
O=C(CCl)Nc1cc(S(=O)(=O)N2CCCCCC2)ccc1Cl
  -17	?	16µM*	-2	-13%	0%
Cc1nc2sc3c(=O)[nH]nnc3c2c(C)c1Br
  1	-2%	-8%	-5	38%	-26%
O=C1CCCC(O)=C1C=Nc1ccc(O)cc1
  32	0%	3%	13	66%[activator]	1%
COc1ccccc1NS(=O)(=O)c1ccc(NN=C2CCCC2)c([N+](=O)[O-])c1
  -14	12µM*	7%	-1	-29%	2%
CC(C)NC(=O)COc1cccc2ccccc12
  -3	17%	2%	1	10%	1%
COc1ccc(/C=C/C(=O)OCc2cccc([N+](=O)[O-])c2)cc1
  -5	29%	-2%	-4	26%	0%
CN(C(=O)COC(=O)/C=C/c1ccc(F)cc1)c1c(N)n(Cc2ccccc2)c(=O)[nH]c1=O
  ·	7%	-2%	·	7%	·
Cc1ccc(C(=O)NC(=S)N(C)C2CCCCC2)cc1Br
  23	?	8%	12	?	·
COC(=O)c1cn(C)c2ccc(S(=O)(=O)N3CC(C)CC(C)C3)cc2c1=O (stereo unspecified)
  -5	3.7µM*	-1%	1	114%[activator]	1%
COc1ccccc1/C=N/Nc1cc(C)nc2ccc(C)cc12
  ·	?	?	26*	-41%	2%
